Assay outcomes deposited in PubChem BioAssay by The Scripps Research Institute Molecular Screening Center.
DAX1 inh-1 – blocks DAX1 repression of SF-1 activated StAR promoter; 370,000 tested, 1.1% active; AID 652010; inhibition, % at 6.8 µM; HEK293T StAR-luciferase reporter, SF-1/DAX-1 repression relief;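 active = inhibition above the mean over all tested compounds plus 3 SD, cut at about 3.6% in these data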;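 note: 0% = DAX-1 cells with DMSO and 100% = cells lacking DAX-1 with DMSO; higher inhibition means more luminescence from relief of DAX-1 repression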
ADAM17 inh – inhibits human ADAM17; recombinant ADAM17, EDANS/DABCYL FRET peptide cleavage; 370,000 tested, 0.83% active; inhibition, % at 6.95 µM;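 active = inhibition above the mean of compounds lying between control limits plus 3 SD, set per campaign, cut at about 8.5% in these data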;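 note: 0% = DMSO-only wells as the low control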
hcDAF-12 act – activators of H. contortus DAF-12 nuclear receptor | HEK293 hcDAF-12 lit1-tk-luc reporter, luminescence; 0% DMSO, 100% Δ7-dafachronic acid | activation, % at 6.8 µM | 370,000 tested, 1.4% active | AID 652067;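 active = activation above the mean of all tested compounds plus 3 SD, cut at about 5.5% in these data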;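 note: 100% = response to 3 µM Δ7-dafachronic acid high control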
DAX1 inh-2 – inhibits human nuclear receptor DAX1 | HEK293 Gal4-DAX1 luciferase reporter, luminescence | P51843 | 340,000 tested, 0.99% active | inhibition, % at 6.75 µM | AID 504766;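 active = inhibition above the mean over all tested compounds plus 3 SD, cut at about 4.2% in these data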;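 note: 0% = DAX1-transfected cells with DMSO and 100% = empty-vector control cells with DMSO; inhibition shows as a rise in luminescence from relieved DAX1 repression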
ssDAF12 agonist – S. stercoralis DAF-12 activation, primary screen; HEK293 ssDAF-12/GRIP1 lit1-tk-luc reporter, luminescence; % of 3 µM dafachronic acid response; activation, % at 6.8 µM; 370,000 tested, 1% active; AID 652126;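 active = activation above the mean over all tested compounds plus 3 SD, cut at about 0.9% in these data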;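 note: 0% = DMSO-only wells and 100% = 3 µM delta7-dafachronic acid wells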
ADAM10 inh – inhibits human ADAM10; recombinant ADAM10, EDANS/DABCYL FRET peptide cleavage, 3 h; 370,000 tested, 0.62% active; O14672; AID 720582; inhibition, % at 7 µM;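 active = inhibition above a per-campaign cutoff equal to the mean of compounds falling between control-based bounds plus 3 SD, cut at about 20% in these data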;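 note: 0% = DMSO wells while the 100% control is not disclosed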
Target sequence (O14672 214-748 limits assumed): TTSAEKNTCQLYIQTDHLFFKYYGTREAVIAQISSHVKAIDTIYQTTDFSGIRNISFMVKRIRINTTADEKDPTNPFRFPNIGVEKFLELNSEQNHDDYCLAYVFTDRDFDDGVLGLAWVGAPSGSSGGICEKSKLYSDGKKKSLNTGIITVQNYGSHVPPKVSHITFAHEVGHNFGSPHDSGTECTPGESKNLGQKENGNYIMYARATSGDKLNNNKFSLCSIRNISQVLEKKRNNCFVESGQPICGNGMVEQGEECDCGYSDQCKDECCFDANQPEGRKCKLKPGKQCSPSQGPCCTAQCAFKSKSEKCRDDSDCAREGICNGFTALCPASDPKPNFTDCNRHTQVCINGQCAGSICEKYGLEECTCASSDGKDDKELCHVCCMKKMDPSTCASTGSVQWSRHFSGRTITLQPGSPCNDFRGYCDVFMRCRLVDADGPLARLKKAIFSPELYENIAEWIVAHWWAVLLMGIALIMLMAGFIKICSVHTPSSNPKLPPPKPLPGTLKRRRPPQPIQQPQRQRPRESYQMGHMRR
PLC-gamma1 inh – PLC-gamma1 (human) inhibition, primary screen; 370,000 tested, 0.84% active; purified PLC-gamma1, fluorogenic substrate, fluorescence; inhibition, % at 12.2 µM; P19174; in the data active = inhibition above about 9.5%
HGIII-sPLA2 inh – Blocks human group III sPLA2 activity; Q9NZ20; QFRET BODIPY PC-A2 liposome hydrolysis, fluorescence; inhibition, % at 12.2 µM; 370,000 tested, 0.56% active;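 active = inhibition above mean plus 3 SD of compounds lying within the high and low control bounds, cut at about 19% in these data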;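 note: 0% = median of test compound wells and 100% = no enzyme DMSO wells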
Target sequence (Q9NZ20 whole entry, looked up): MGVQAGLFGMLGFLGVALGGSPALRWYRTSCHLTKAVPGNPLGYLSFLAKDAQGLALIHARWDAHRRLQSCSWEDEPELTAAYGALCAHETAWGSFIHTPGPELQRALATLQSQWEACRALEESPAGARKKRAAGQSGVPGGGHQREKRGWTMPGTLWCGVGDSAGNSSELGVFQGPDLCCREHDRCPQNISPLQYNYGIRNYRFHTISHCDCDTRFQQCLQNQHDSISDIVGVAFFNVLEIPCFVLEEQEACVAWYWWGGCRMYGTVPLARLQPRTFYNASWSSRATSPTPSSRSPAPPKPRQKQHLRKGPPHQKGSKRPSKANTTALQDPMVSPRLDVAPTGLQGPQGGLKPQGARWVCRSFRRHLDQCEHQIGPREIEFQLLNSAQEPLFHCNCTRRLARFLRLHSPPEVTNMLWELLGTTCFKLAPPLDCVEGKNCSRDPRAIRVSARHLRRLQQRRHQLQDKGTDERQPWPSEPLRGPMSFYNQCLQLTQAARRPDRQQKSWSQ
hgDAF-12 ag – activates the H. glycines DAF-12 receptor ligand-binding domain; HEK293 GAL4-hgDAF12 UAS-luciferase reporter, agonist luminescence; normalized to butyrate control; activation, % at 6.8 µM; 370,000 tested, 1.8% active; AID 687014;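 active = activation above a cutoff set at the mean of all screened compounds plus 3 SD, cut at about 10% in these data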;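 note: 0% = DMSO wells and 100% = sodium butyrate wells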
PLCb3 inh – blocks human PLC-beta3 enzyme activity | Q01970 | Purified PLC-beta3, fluorogenic substrate, fluorescence | 370,000 tested, 0.18% active | inhibition, % at 12.2 µM; in the data active = inhibition above about 11%;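 note: 0% = median of compound wells on plate and 100% = full blocker control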
GAA850 FXN act – increases GAA850 frataxin promoter reporter activity. HEK293 lucGAA850 FXN promoter luciferase reporter, 24 h; percent of 10 µM SAHA response. activation, % at 6 µM. 360,000 tested, 0.56% active;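 active = activation above the average of all compounds screened plus 3 SD, cutoff fixed separately per campaign, cut at about 7.5% in these data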;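 note: 0% = DMSO wells and 100% = 10 µM SAHA wells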
* hit, by the source's call; i = inactive; / = not tested or not shown.

SMILES | DAX1 inh-1 | ADAM17 inh | hcDAF-12 act | DAX1 inh-2 | ssDAF12 agonist | ADAM10 inh | PLC-gamma1 inh | HGIII-sPLA2 inh | hgDAF-12 ag | PLCb3 inh | GAA850 FXN act
Cc1ccc(C(=O)/C=C/Nc2ccccn2)cc1 | -0.9 | -11 | 0.2 | -4.9 | -2.0 | -36 | -32 | -4 | -0.6 | -34 | -12
Cc1ccc(-c2csc(NNC(=O)c3ccccc3)n2)cc1 | 0.2 | 5 | 0.9 | -0.3 | -1.3 | 19 | -6 | 41* | 2.8 | -59 | 2.6
COC(=O)[C@@]12C[C@@H](CC(=O)NCc3ccc(OC)c(OC)c3)C(=O)N(Cc3ccco3)C1=CCC(C)(C)C2 | -0.8 | -4 | -1.3 | / | -0.2 | -9 | 0 | -9 | -2.3 | 0 | /
CCOC(=O)c1c(CC(C)C)csc1N | 0.0 | 0 | -1.3 | 0.1 | -0.5 | -4 | -3 | 3 | -2.0 | -1 | 0.4
O=[N+]([O-])c1cc(C(F)(F)F)cc([N+](=O)[O-])c1NCc1cccnc1 | -0.2 | 0 | -1.6 | -0.1 | -1.3 | 0 | -1 | -4 | -3.5 | 2 | 3.4
CN1CCC(OC(=O)c2ccccc2Cl)CC1 | 0.4 | 1 | 0.9 | -0.4 | -1.3 | 3 | 0 | -1 | -2.2 | 3 | 2.5
Cc1ccc(OCc2cc(C(=O)NC(C)Cc3cccnc3)no2)cc1C (stereo unspecified) | 1.1 | -3 | 2.4 | 0.6 | -0.6 | -2 | 0 | -4 | 6.3 | 1 | 3.3
CCc1nc(SCC(=O)Nc2cc(C)on2)c2c(=O)n(C)c(=O)n(C)c2n1 | 0.1 | 0 | 1.2 | 0.1 | -0.8 | -7 | 2 | 1 | -1.1 | 0 | -3.2
CCC(=O)Nc1ccc(NC(=O)CSc2nnc(-c3ccco3)n2CC)cc1 | -0.8 | -4 | -2.1 | -1.3 | -1.1 | 5 | 0 | 5 | -1.0 | -3 | 0.4
CC(C)CCC(C)NC(=O)Cc1ccc(S(=O)(=O)N2CCOCC2)s1 (stereo unspecified) | -1.2 | -6 | -1.3 | 0.0 | -0.8 | 4 | 0 | -6 | -1.0 | -4 | 0.6
COc1cccc(CN2CCNC(=O)C2CC(=O)NCCc2ccccn2)c1 (stereo unspecified) | -0.2 | -3 | -0.9 | 2.5 | -1.5 | -8 | -4 | -1 | -0.7 | -2 | 0.4
COc1ccc(C)cc1NC(=O)NNC(=O)c1ccoc1C | 0.1 | 1 | -1.2 | 0.4 | -1.6 | 1 | 3 | -1 | 0.0 | -4 | 0.2
CNc1nc(C)nc(N/N=C/c2ccccc2)n1 | 1.8 | 3 | 0.8 | 0.1 | -0.5 | 0 | 11* | 14 | 2.5 | 7 | 4.8
CCOc1ccc(Br)cc1C1=NN(C(C)=O)C(c2ccc([N+](=O)[O-])s2)O1 (stereo unspecified) | -1.0 | -3 | 1.1 | 0.2 | -0.7 | -4 | -7 | 2 | -1.9 | -14 | 0.0
O=C(Cn1ncc2c(=O)oc3ccccc3c21)N1CCc2ccccc2C1 | -0.6 | 1 | -0.4 | 0.6 | -1.3 | -3 | 4 | 0 | -2.7 | 5 | 0.3
CC1(/[N+]([O-])=C/c2ccc(F)cc2)CCCCC1=O (stereo unspecified) | 0.0 | -4 | 0.4 | 3.9 | -1.5 | 3 | 0 | 5 | -2.4 | -6 | 0.3
O=C(COc1ccc2c3c(c(=O)oc2c1)CCC3)NC(Cc1ccc(Cl)cc1)C(=O)O (stereo unspecified) | -0.3 | -39 | -2.0 | 3.1 | -1.6 | -180 | -3 | -12 | 1.2 | -8 | -1.2
CCOC(=O)C1CCN(c2c(NCc3ccc(C(=O)NC(C)CC)cc3)c(=O)c2=O)CC1 (stereo unspecified) | 0.4 | -3 | -1.1 | 1.2 | -1.5 | 0 | 0 | 1 | -1.8 | 3 | 0.8
CC1Cc2nc(SCC(=O)NCC3CCCO3)n(-c3ccccc3)c(=O)c2S1 (stereo unspecified) | 0.7 | -3 | 0.1 | -0.3 | -0.9 | -8 | 2 | -1 | -1.8 | -2 | -1.1
C[n+]1ccccc1Nc1cc([N+](=O)[O-])ccc1N | -0.3 | 2 | -0.7 | -0.4 | -0.8 | 10 | 9 | 8 | 0.8 | 3 | -0.5
CCOCCOc1nc2c(c(=O)n(C)c(=O)n2C)n1Cc1ccc(C)cc1 | -0.2 | 1 | 0.9 | 0.5 | -1.6 | 1 | 1 | 0 | -2.3 | 3 | -2.6
COc1ccc(/C=N/NC(=O)c2ccc(NC(=O)C3CCCCC3)cc2)cc1O | -0.6 | -4 | -1.1 | 2.3 | -0.3 | 2 | -53 | -1 | 0.4 | -105 | 1.5
Cc1onc(-c2ccccc2Cl)c1C(=O)Nc1ccc(F)c(F)c1 | -0.8 | 0 | -2.1 | -0.3 | -1.8 | -1 | 0 | -4 | 0.8 | 1 | 0.6
CN(C)S(=O)(=O)c1ccc(N2CCCC2)c(C(=O)NC2CCC(O)CC2)c1 (stereo unspecified) | 0.4 | -8 | 0.0 | -0.1 | -1.5 | -12 | -2 | 9 | -1.0 | -6 | 0.4
CCN(CC)CCCNC(=O)CSc1nc(C)cc(C)n1 | 0.5 | -1 | 0.0 | 1.0 | -1.7 | 2 | -1 | -1 | 0.3 | 2 | 1.2
NC(=S)NN=C1CCCCCCCC1 | -1.4 | -4 | -0.9 | -1.0 | -0.9 | -20 | 4 | 18 | 0.9 | -1 | -0.8
NC(=S)NNc1cc(Cl)cc(Cl)c1 | -1.6 | -1 | 1.3 | -0.3 | -0.7 | 0 | 0 | 14 | 0.1 | -2 | -2.8
Nc1c(C(=O)NC2CCCC2)c2nc3ccccc3nc2n1/N=C/c1cccnc1 | 1.0 | -28 | 1.1 | -0.2 | -0.4 | -91 | -55 | 4 | -0.3 | -101 | 2.9
COc1ccc(S(=O)(=O)NCC2CCCN(C(=O)C=C(C)C)C2)cc1 (stereo unspecified) | -0.1 | 1 | -0.6 | -2.0 | -1.1 | 2 | 7 | 4 | -1.0 | 2 | 1.9
CC(C)Cc1ccc(CN2CCCC(NC(=O)c3ccnn3C)C2)cc1 (stereo unspecified) | -6.7 | -1 | -4.3 | -1.6 | -1.8 | -11 | -4 | 5 | -5.7 | -7 | 0.2
COc1ccccc1NC(=O)C(C)OC(=O)CC1CCCCC1 (stereo unspecified) | -0.8 | -6 | -2.2 | -1.0 | -0.6 | 1 | -2 | -3 | 1.6 | -6 | 0.1
C[C@@H]1CN([C@@H](C)CO)C(=O)c2cc(NC(=O)Nc3ccccc3)ccc2O[C@@H](C)CCCCO[C@H]1CN(C)C(=O)Nc1ccc(C(F)(F)F)cc1 | -0.4 | 5 | -1.1 | -0.8 | -0.9 | 5 | 0 | -16 | 0.9 | -1 | -0.5
C[C@H]1C=C(C(=O)NCc2nc3ccccc3[nH]2)O[C@@H](OCc2ccc(CO)cc2)C1 | -0.5 | -1 | -1.1 | 0.0 | -1.2 | -2 | 1 | -1 | -0.3 | 2 | -0.3
O=C(CC(C(=O)O)N1CCOCC1)Nc1ccc(Cl)cc1 (stereo unspecified) | -0.6 | -4 | -0.8 | -0.6 | -1.7 | 5 | -1 | 3 | -0.1 | -1 | -0.7
CN(C)c1ccc(/C=N/NC(=O)c2cc(=O)[nH]c3ccccc23)cc1 | 0.4 | -15 | -1.7 | 1.5 | -1.6 | -30 | -7 | 8 | 1.4 | -28 | 1.9
O=C(CSc1nnc(NC(=O)c2c(F)cccc2F)s1)NCc1ccc(F)cc1 | 1.0 | 2 | 3.4 | -0.4 | -1.3 | -3 | -3 | -1 | 5.1 | -5 | 2.8
CCOC(=O)c1oc2cc(O)cc(C)c2c1C | -1.2 | -25 | 0.9 | 1.3 | -0.9 | -81 | -68 | -45 | 8.0 | -102 | 3.4
O=C(CSc1nc(C2CC2)nc2ccccc12)Nc1ccccc1N1CCOCC1 | -1.1 | 0 | -3.0 | 0.1 | -1.3 | -5 | 0 | -4 | -4.5 | 1 | -4.7
C[C@H](CO)N1C[C@H](C)[C@@H](CN(C)S(=O)(=O)c2cn(C)cn2)OCc2cn(nn2)CCCC1=O | 1.3 | -3 | -1.3 | 0.6 | -1.5 | -8 | -2 | 2 | 0.2 | 5 | 1.2
O=C1CC[C@@H]2CC3(C[C@@H]4CCN1[C@H]24)Nc1cc(Cl)ccc1NC3=NC1CCCCC1 (stereo partly specified) | -0.4 | 1 | -0.3 | 0.8 | -1.3 | 7 | 1 | 2 | 0.2 | 4 | -0.1
Cn1c(=O)c2cc(NC(=O)CCc3ccc4c(c3)OCO4)ccc2n1Cc1ccc(F)cc1 | -1.5 | -244 | -3.4 | / | -1.6 | i | -205 | 0 | 3.0 | -260 | -1.5
O=C(CSc1nnc(-c2ccccc2Br)o1)N1CCOCC1 | 0.8 | -4 | 3.7 | 2.5 | -0.4 | -8 | 3 | 4 | 7.7 | 6 | 5.0
CN(C)c1ccc2nsnc2c1[N+](=O)[O-] | -0.2 | 0 | -0.1 | 0.6 | -0.7 | 7 | 2 | 4 | 4.0 | 0 | -1.2
Cc1cc(C)c(C(=O)COC(=O)C2CC3CCCC(C2)C3=O)c(C)c1 (stereo unspecified) | -1.0 | -1 | -1.7 | -1.4 | -0.4 | -8 | -2 | 14 | 3.4 | -9 | 0.6
Cc1nnc(SCC(=O)NC2CCCC2)n1CCc1ccccc1 | 0.0 | -2 | -1.3 | -1.1 | -0.1 | -1 | -12 | 3 | -0.6 | -1 | 0.0
COc1cccc(CN2CC(C(=O)NCCc3ccc(C)s3)CCC2=O)c1 (stereo unspecified) | -0.5 | -3 | 1.6 | 0.9 | -0.6 | -7 | -3 | 0 | -0.4 | -3 | 1.7
CCCCNC(=O)C[C@@H]1C[C@@]2(C(=O)OC)CCCCC=C2N(CCc2ccc(OC)c(OC)c2)C1=O | 0.6 | -5 | -2.6 | / | -0.8 | -9 | 2 | 1 | -3.2 | 1 | /
CC1(Cc2cc(Cl)ccc2C(F)(F)F)C(=O)Nc2ccc(S(=O)(=O)NC3CCCCC3)cc21 (stereo unspecified) | -1.1 | 7 | -3.5 | / | -1.4 | 11 | 5 | -21 | -0.7 | 3 | 0.1
Cc1ccc(S(=O)(=O)N2CCN(CC(=O)NC3CCCc4ccccc43)CC2)c(C)c1 (stereo unspecified) | -0.6 | 2 | -0.9 | 0.4 | -1.1 | 2 | 3 | -14 | -0.6 | 1 | 1.9

Full records, quoted from the list. Screens in order: DAX1 inh-1	ADAM17 inh	hcDAF-12 act	DAX1 inh-2	ssDAF12 agonist	ADAM10 inh	PLC-gamma1 inh	HGIII-sPLA2 inh	hgDAF-12 ag	PLCb3 inh	GAA850 FXN act
COc1cccc(CN2CC(C(=O)NCCc3ccc(C)s3)CCC2=O)c1 (stereo unspecified) is listed as -0.5	-3	1.6	0.9	-0.6	-7	-3	0	-0.4	-3	1.7
Cn1c(=O)c2cc(NC(=O)CCc3ccc4c(c3)OCO4)ccc2n1Cc1ccc(F)cc1 is listed as -1.5	-244	-3.4	/	-1.6	i	-205	0	3.0	-260	-1.5
